Screening results: PubChem BioAssay, National Center for Advancing Translational Sciences (NCATS)
Tau fluor counter: counter-screen for tau fibril formation inhibitors | tau K18 P301L Alexa594 fluorescence, heparin fibrillization | Potency, µM (titrated, usually from 57.7 µM), without a hit: at the top dose activity change, negative = decrease | actives 0.93% (n = 280,000); further: potency means the concentration at half of the fitted maximal effect; on the % scale 0 is the no-effect control and ±100 the full control effect; nearly all actives have a fitted effect of over 55% in size
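Human tau K18 P301L (15 uM unlabeled, 0.24 uM Alexa 594-labeled) in 100 mM sodium acetate pH 7 with 20 uM heparin, 6 hr at 37 C. ThT 30 uM added, 1 hr ambient; Alexa 594 FP and total fluorescence read at 555/632 nm.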
GLA spleen mod: alpha-galactosidase A (human) modulation | AID 2107 | actives 0.008% (n = 240,000) | human spleen homogenate, 4MU-alpha-Gal fluorescence, 40 min | P06280 | Potency, µM (titrated, usually from 80 µM), inactives show at the highest dose activity change, negative = inhibition, actives largely listed as inhibitors;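 further: potency means the concentration at half of the fitted maximal effect; 0% = enzyme with vehicle and -100% = no enzyme basal signal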
Target sequence (P06280 32-429 limits assumed): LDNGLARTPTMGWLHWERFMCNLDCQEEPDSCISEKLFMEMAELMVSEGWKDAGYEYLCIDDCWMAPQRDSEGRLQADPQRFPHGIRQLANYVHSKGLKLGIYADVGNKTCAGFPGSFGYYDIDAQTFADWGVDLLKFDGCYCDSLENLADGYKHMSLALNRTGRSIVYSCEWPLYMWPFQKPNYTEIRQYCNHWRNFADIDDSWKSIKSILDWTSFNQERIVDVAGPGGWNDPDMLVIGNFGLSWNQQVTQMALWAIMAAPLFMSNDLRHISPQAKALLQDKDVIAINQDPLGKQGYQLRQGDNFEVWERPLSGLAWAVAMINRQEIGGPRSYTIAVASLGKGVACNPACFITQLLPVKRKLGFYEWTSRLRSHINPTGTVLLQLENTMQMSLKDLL
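Fluorogenic readout (Ex 365/Em 440 nm) of 4-methylumbelliferone released from 1 mM 4-MU-alpha-galactoside by spleen homogenate, 40 min at 37C, pH 5.0. Data normalized to no-enzyme and enzyme controls; Hill-equation AC50 from compound titrations.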
CBFb RUNX1 block: blocks binding between human CBF-beta and RUNX1; AlphaScreen CBFb-His/RUNX1-biotin binding, biochemical; Q01196+Q13951; 230,000 tested, under 10 active; AID 1477; Potency, µM (titrated, usually from 59.8 µM), without a hit: top-dose activity, negative = inhibition, hits mostly inhibitors; further: % of control where 0% means no effect
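Bead-based AlphaScreen assay; binding partners His-tagged CBF-beta and biotinylated RUNX1 at 30 nM each. Compound exposure 15 min after a 20-min protein preincubation; bead step 90 min; all steps at room temperature.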
NPSR antag: blocks cAMP signaling of the human neuropeptide S receptor | CHO-NPSR cells, cAMP TR-FRET, antagonist mode | Potency, µM (series often up to 38.3 µM), inactives show top-dose activity change, negative = inhibition, most hits filed as inhibitors | actives 1% (n = 220,000); further: potency means the concentration at half of the fitted maximal effect; on the % scale 0 is the no-effect control and ±100 the full control effect; nearly all actives have a fitted effect of over 50% in size; many of its hits are not listed in these tables
Target sequence (Q6W5P4 whole entry, looked up): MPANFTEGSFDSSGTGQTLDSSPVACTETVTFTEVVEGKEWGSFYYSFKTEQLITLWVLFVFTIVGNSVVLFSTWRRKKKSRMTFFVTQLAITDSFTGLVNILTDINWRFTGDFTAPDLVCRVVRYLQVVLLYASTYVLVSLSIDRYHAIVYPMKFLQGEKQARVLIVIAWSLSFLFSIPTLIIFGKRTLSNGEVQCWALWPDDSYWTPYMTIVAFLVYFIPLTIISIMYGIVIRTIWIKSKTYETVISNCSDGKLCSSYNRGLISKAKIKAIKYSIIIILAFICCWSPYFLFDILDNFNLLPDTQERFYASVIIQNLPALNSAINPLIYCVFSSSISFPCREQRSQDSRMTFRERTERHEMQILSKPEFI
Tau FP inhib: blocks human tau fibril formation measured by polarization. K18 P301L tau heparin fibrillization, Alexa594 FP, 6 h. actives 0.39% (n = 280,000). P10636. AID 1468. Potency, µM (top dose mostly 57.7 µM), for inactives: top-dose activity, negative = inhibition, usual class: inhibitors; further: potency means the concentration at half of the fitted maximal effect; on the % scale 0 is the no-effect control and ±100 the full control effect; nearly all actives have a fitted effect of over 55% in size
Target sequence (P10636 561-689 P618L limits assumed): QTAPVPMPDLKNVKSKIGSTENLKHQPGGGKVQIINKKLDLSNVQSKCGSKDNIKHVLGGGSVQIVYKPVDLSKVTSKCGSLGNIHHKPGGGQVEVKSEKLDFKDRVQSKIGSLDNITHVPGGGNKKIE
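Quantitative HTS format: compounds meet 15 uM recombinant K18 P301L tau and Alexa 594-tau tracer in 100 mM sodium acetate pH 7; 20 uM heparin triggers fibrillization at 37 C over 6 hr; FP gives the signal.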
TR SRC2 fluor cs: alters Texas Red total fluorescence, flagging assay interference; TRb/SRC2 Texas Red total fluorescence interference; Potency, µM (highest dose often 106 µM), without a hit: at the highest dose fluorescence change, negative = quenching; actives 0.29% (n = 280,000); active means well fitted curve in either direction with a large enough effect; inconclusive means small, poorly fitted or top-dose-only effect; further: potency means the concentration at half of the fitted maximal effect; on the % scale 0 is the no-effect control and ±100 the full control effect
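Human TRb ligand-binding domain at 0.6 uM with 20 nM Texas Red SRC2 peptide in Tris buffer containing 1 uM T3 and 5% DMSO, incubated with compound 5 h at ambient temperature. Total fluorescence (555/632 nm) calculated as parallel + 2 × perpendicular.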
Epigenetic reg: epigenetic control regulation, reporter derepression; Potency, µM (doses to about 53.9 µM), inactives show top-dose GFP activation, usual class: activators; actives 0.2% (n = 280,000); murine LDR cells, GFP reporter derepression, 30 h; AID 1865; further: potency means the concentration at half of the fitted maximal effect; % of control where 0% means no effect; nearly all actives have a fitted effect of over 60% in size
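GFP-positive cell count by laser-scanning cytometry (objects 20–120 um) after 30 h, 37 C compound exposure of murine LDR cells; reporter is CMV-GFP integrated at a silenced locus, inducible by HDAC or DNMT inhibitors.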
TRb-SRC2 inh: disrupts binding of human TR beta to SRC2; TRbeta-SRC2 peptide binding, fluorescence polarization; receptor liganded with 1 µM T3; actives 0.065% (n = 280,000); Potency, µM (top dose mostly 106 µM), without a hit: at the highest dose activity change, negative = inhibition, hits mostly inhibitors; P10828;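 further: potency means the concentration at half of the fitted maximal effect; plate controls were bound peptide for no effect and peptide without receptor for full effect; nearly all actives have a fitted effect of over 50% in size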
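Read-out is fluorescence polarization (555 nm excitation, 632 nm emission) of a Texas Red SRC2 coactivator peptide; loss of signal reflects blocked binding to human TRb ligand-binding domain in the presence of 1 uM T3.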
Active calls of the source: *; ? = inconclusive; . = not tested or not shown; & = joins results of further samples; [ ] = another dose, or the depositor's remark. Unless noted, the call rests on the fitted dose curve; in most records, active means well fitted curve in the direction sought with a large enough effect; inconclusive means small, poorly fitted or top-dose-only effect, or another doubt; inactive means no such curve, though single readings can be large; an effect the other way counts as inactive or inconclusive. Not all compounds are listed. The share of hits here may be higher or lower than overall.

SMILES	Tau fluor counter	GLA spleen mod	CBFb RUNX1 block	NPSR antag	Tau FP inhib	TR SRC2 fluor cs	Epigenetic reg	TRb-SRC2 inh
CCNC[C@H](O)c1cccc(O)c1	.	-6%[29.1 µM]	6%[21.7 µM]	.	.	-1%[53 µM]	1.1%[16.9 µM]	1%[53 µM]
O=C1Nc2ccc(Cl)cc2C(c2ccccc2Cl)=NC1O (configuration not stated)	-5%	9%	4%	.	-8%	1%	-1.4%	3%
O=C(O)CCCC[C@@H]1SC[C@H]2NC(=O)N[C@@H]12	-4%	6%	13µM*	.	-1%	0%	3.8%	-6%
CCC(=NCC1CCCO1)c1c(O)n(Cc2ccccc2)c(=O)[nH]c1=O (configuration not stated)	-2%	8%	23%	-7%[46.1 µM]	8%	0%	-9.4%	-17%
CC=C(C)C(=O)O[C@H]1C(C)=C2[C@@H]3OC(=O)[C@@](C)(O)[C@@]3(O)[C@@H](OC(=O)CCC)C[C@](C)(OC(C)=O)[C@@H]2[C@@H]1OC(=O)CCCCCCC	-25%	-4%	19%	.	7%	0%	?	-12%
CCOC(C(=O)OCC(O)CN(CC)CC)(c1ccccc1)c1ccccc1 (configuration not stated)	0%	-12%	4%	-11%[46.1 µM]	12%	2%	0.0%	2%
COc1cccc(C2C([N+](=O)[O-])=C(N)Oc3c2c(=O)oc2ccccc32)c1 (configuration not stated)	-12%	-1%	1%	-3%[46.1 µM]	-2%	1%	2.5%	-5%
O=[N+]([O-])O[C@H]1CO[C@H]2[C@H]1OC[C@@H]2O[N+](=O)[O-]	.	5%[29.1 µM]	9%[21.7 µM]	.	.	-3%[53 µM]	0.0%[16.9 µM]	3%[53 µM]
CCOP(=O)(OCC)C(NC(=O)c1ccc(Cl)cc1)=C(Cl)Cl	-3%	-9%	-3%	2%[46.1 µM]	-7%	0%	0.0%	0%
CC[C@H](C)C(=O)O[C@@H]1[C@H](O)[C@@H]2[C@H](CN3C[C@@H](C)CC[C@@H]3[C@@]2(C)O)[C@@H]2C[C@@]34O[C@@]5(O)[C@@H](OC(=O)[C@](C)(O)CC)CC[C@@]3(C)[C@H]5[C@H](OC(C)=O)[C@@H](OC(C)=O)[C@H]4[C@]12O	.	-1%[29.1 µM]	18%[21.7 µM]	.	.	1%[53 µM]	8.2%[16.9 µM]	-11%[53 µM]
COc1ccc(C(=O)N2CCOCC2)cc1S(=O)(=O)N1CCC(C)CC1	2%	-26%	14%	-3%[46.1 µM]	-3%	1%	1.3%	-3%
C=CCn1c(O)c(C(C)=Nc2cccc(C(=O)O)c2)c(=O)[nH]c1=O	-11%	-1%	7%	19%	1%	-1%	-1.0%	2%
Fc1ccccc1N1CCN(Cc2c(F)cccc2F)CC1	-3%	1%	-2%	-6%[46.1 µM]	6%	2%	-2.1%	-28%
CCn1c(N)c(C(=O)NC)sc1=S	-20%	20%	-5%	-10%[46.1 µM]	?	0%	0.0%	-5%
CCSP1(=S)N=C(N2CCOCC2)C(C#N)=C2CCCN21 (configuration not stated)	-4%	-2%	4%	2%[46.1 µM]	-5%	0%	3.0%	9%
CC(C)CC12CN3CCN(CC(C3)/C1=N/O)C2	8%	-1%	6%	11%[46.1 µM]	-4%	2%	-9.5%	-16%
O=C1c2cc([N+](=O)[O-])ccc2-c2ncccc21	-4%	9%	6%	-14%	?	-3%	0.5%	-5%
CN(C)C1=NP(N(C)C)(N(C)C)=NC(c2ccccc2)=N1	-9%	2%	4%	-19%[7.67 µM]	2%	-1%	-1.5%	15%
Cc1nccn1Cc1ccc(Cl)nc1	4%	-7%	-13%	-30%	-9%	-4%	-0.5%	-10%
CN(C)C(CSC(N)=O)CSC(N)=O	.	9%	4%	.	.	-26%	.	-3%
COc1ccc(C2SCC(=O)Nc3c2c(C)nn3-c2ccccc2)cc1 (configuration not stated)	-13%	-3%	-2%	-21%[46.1 µM]	-8%	-5%	1.6%	1%
CN1CCN(c2nc([N+](=O)[O-])nn2C)CC1	2%	-28%	2%	7%	3%	-1%	-2.2%	-4%
CCOC(=O)C1(CCc2ccccc2)CCN(Cc2cccc3c2OCO3)CC1	-30%	5%	11%	?	-10%	-4%	1.0%	-5%
COC(=O)C(O)(c1ccc(N(C)C(=O)c2ccc(Cl)c(Cl)c2)cc1)C(F)(F)F (configuration not stated)	6%	-3%	-2%	-11%	6%	-1%	0.0%	7%
CCN1C[C@@]2(COC)CC[C@H](OC)[C@]34[C@@H]1[C@]1(OCO[C@@]15C[C@@H](OC)C1C[C@H]3[C@H]5[C@@H]1OC)[C@H](O)[C@@H]24	.	-5%[29.1 µM]	4%[21.7 µM]	.	.	-3%[53 µM]	-1.4%[16.9 µM]	1%[53 µM]
(list continues)
SMILES	Tau fluor counter	GLA spleen mod	CBFb RUNX1 block	NPSR antag	Tau FP inhib	TR SRC2 fluor cs	Epigenetic reg	TRb-SRC2 inh
O=c1[nH]c(O)c(/C=C2/C=CC(c3cc(Cl)ccc3Cl)=N2)c(=O)[nH]1	-19%	-2%	6%	?	4%	-1%	0.1%	0%
C/C(=N\Nc1cccc2ccccc12)c1c(O)n(Cc2ccccc2)c(=O)[nH]c1=O	?	2%	?	19%[46.1 µM]	?	17%	0.0%	24%
COc1ccc(C(CN(C)C)C2(O)CCCCC2)cc1 (configuration not stated)	2%	7%	1%	.	2%	0%	-1.3%	-1%
CN1Cc2cccnc2N(C)Cc2cc(Cl)ccc21	-10%	-18%	-16%	-26%	4%	-3%	-1.1%	-2%
O=c1ccc2[nH]cc(C3=CCNCC3)c2[nH]1	-2%	3%	16%[21.7 µM]	.	0%	-2%	1.9%	1%
CCCCN1C(=O)NC(=O)C2(Cc3c(nc4ccccn4c3=O)N3CCc4ccccc4C32)C1=O (configuration not stated)	-13%	9%	2%	-7%[7.67 µM]	1%	0%	-4.4%	0%
OC(c1ccccc1)(c1ccccc1)C1CN2CCC1CC2 (configuration not stated)	-5%	6%	2%	-30%	-7%	1%	0.4%	9%
CCCCCn1c(=O)c(C(=O)NCc2ccncc2)c(O)c2ccccc21	-11%	12%	-4%	?	-6%	-4%	0.0%	-4%
COC(=O)[C@@H]1[C@@H](O)[C@@]2(O)c3c(OC)cc(OC)cc3O[C@@]2(c2ccc(OC)cc2)[C@H]1c1ccccc1	-10%[11.6 µM]	-5%[17.5 µM]	7%[13.1 µM]	.	-5%[11.6 µM]	0%[11.2 µM]	3.5µM*	5%[11.2 µM]
C=CCn1c(O)c(C(CC)=Nc2ccc(NC(C)=O)cc2)c(=O)[nH]c1=O	-4%	5%	5%	0%[7.67 µM]	0%	-2%	-0.3%	-1%
C=CCn1c(O)c(C=NCCN2CCOCC2)c(=O)[nH]c1=S	-5%	0%	6%	8%	-8%	-1%	0.2%	7%
CCCCc1nc2ccccc2c(=O)n1-c1ccc(Cl)cc1[N+](=O)[O-]	-10%	-2%	-3%	-15%[46.1 µM]	-1%	-1%	1.0%	4%
Cc1cc(-c2ccc(N)c(C)c2)ccc1N	.	1%	7%[21.7 µM]	.	.	-4%[201 µM]	.	2%[201 µM]
[N-]=[N+]=CC(=O)OCC(N)C(=O)O (configuration not stated)	-4%	-2%	17%	.	1%	0%	5.3%	8%
CC/C(=N\N1CCCCC1)c1c(O)[nH]c(=O)[nH]c1=O	2%	8%	5%	16%	-3%	0%	0.2%	-4%
Cc1nc2cc(C(=O)N3CCC4(CC3)OCCO4)ccc2n1-c1cccc(F)c1	-7%	-7%	2%	-14%[46.1 µM]	-2%	0%	-1.5%	6%
CC1CN=C(Nc2ccc(F)cc2)S1 (configuration not stated)	-2%	-2%	10%	8%	-2%	-1%	-2.5%	0%
CCOC(=O)c1c(-n2c(C)cc(C=C3C(=O)NC(=O)NC3=O)c2C)sc2c1CCCC2	-20%	-1%	0%	?	-9%	4%	0.8%	0%
OC1/C(=C/c2ccc(C(F)(F)F)cc2)N2CCC1CC2 (configuration not stated)	1%	-6%	6%	4%	0%	-6%	-0.1%	1%
c1ccc2sc(C3(N4CCCCC4)CCCCC3)cc2c1	-5%&-11%&-8%	-12%&-3%&2%	-2%	?	3%&-7%&9%	3%&-2%&-1%	-1.2%&1.1%&-1.6%	2%&6%&2%
COc1ccc(CCNC(=O)c2c(N)n(CCN3CCOCC3)c3nc4ccccc4nc23)cc1OC	?	?	?	-13%[46.1 µM]	15%	-3%	-0.9%	7%
O=c1[nH]c(=S)n(C2CC2)c(O)c1C=NCc1cccnc1	5%	2%	17%	6%	-2%	-2%	0.0%	-9%
N[C@@H](CCP(=O)(O)O)C(=O)O	-6%	-16%	3%[21.7 µM]	.	-1%	-1%	0.3%	-5%
CCN1CCN(C(=O)COc2cc(=O)n(CC)c3ccccc23)CC1	3%	-1%	10%	3%[46.1 µM]	3%	-1%	0.0%	11%
COc1ccc(C(O)P(=O)(OC2CCCCC2)c2ccc(N(C)C)cc2)cc1OC (configuration not stated)	-3%	-6%	1%	-9%[46.1 µM]	?	-1%	-3.3%	-6%
NC1(c2ccccc2Cl)CCCCC1=O (configuration not stated)	-16%	-14%	?	.	-16%	4%	1.4%	2%
COc1ccc(-n2c(-c3ccco3)nc3ccccc3c2=O)cc1	-7%	4%	2%	27%	-3%	-1%[53 µM]	3.8%	1%[53 µM]
O=c1c2ccccc2nc(/C=C/c2ccc3c(c2)OCO3)n1-c1cccc(O)c1	-22%	-6%	-13%	-12%	-9%	0%	-3.2%	-8%

Full records as entered above.
Profile of CCCCCn1c(=O)c(C(=O)NCc2ccncc2)c(O)c2ccccc21 = Tau fluor counter = -11%; GLA spleen mod = 12%; CBFb RUNX1 block = -4%; NPSR antag = ?; Tau FP inhib = -6%; TR SRC2 fluor cs = -4%; Epigenetic reg = 0.0%; TRb-SRC2 inh = -4%
Profile of O=c1ccc2[nH]cc(C3=CCNCC3)c2[nH]1 = Tau fluor counter = -2%; GLA spleen mod = 3%; CBFb RUNX1 block = 16%[21.7 µM]; NPSR antag = .; Tau FP inhib = 0%; TR SRC2 fluor cs = -2%; Epigenetic reg = 1.9%; TRb-SRC2 inh = 1%
